Redox H2O2 prof – compounds producing H2O2 with reducing agent – biochemical, NIH compound library profiling, artefact control for MLSCN library redox annotation, primary screen; DTT-dependent redox cycling H2O2, phenol red/HRP absorbance; 100% = 100 µM peroxide control, 0% = buffer; activation, % at 10 µM; 0.03% of 200,000 active; AID 878;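 active = activation of at least 50% relative to the plate's high and low controls in the primary single-dose screen; inactive = activation below 50%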;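 note: compound incubated with DTT at 0.8 mM final as the reducing agent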
Diaph act CS – activates diaphorase or chemically reduces, flagging diaphorase assay artifacts; activation factor at 20 µM; Diaphorase/resazurin coupled assay, resorufin fluorescence, 16 min; hits give high values; 1 = vehicle wells, 0 = NADH-free wells; 0.005% of 190,000 active;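 active = diaphorase activity raised at least twofold by the compound at 20 µM; inactive = activation factor below 2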
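Test system: Clostridium kluyveri diaphorase, purified enzyme. Buffer or medium: 50 mM HEPES pH 7.4 buffer plus MgCl2 and Tween 20. Also added: 0.114 mM NADH and 0.1 mM resazurin, final amounts. Dosing: compound 20 µM once, DMSO 1%. Schedule: 16 min enzyme reaction, ambient temperature. Detection: fluorescence of resorufin, 544 nm excitation, 590 nm emission.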
PMI act – activators of human phosphomannose isomerase | P34949 | purified human PMI, coupled resazurin fluorescence, 20 min; hits give high values; 1 = vehicle control, 0 substrate-free wells | activation factor at 20 µM | 0.005% of 190,000 active | AID 1214;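 active = activation factor of 2 or more at 20 µM, relative to plate controls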
Target sequence (P34949 whole entry, looked up): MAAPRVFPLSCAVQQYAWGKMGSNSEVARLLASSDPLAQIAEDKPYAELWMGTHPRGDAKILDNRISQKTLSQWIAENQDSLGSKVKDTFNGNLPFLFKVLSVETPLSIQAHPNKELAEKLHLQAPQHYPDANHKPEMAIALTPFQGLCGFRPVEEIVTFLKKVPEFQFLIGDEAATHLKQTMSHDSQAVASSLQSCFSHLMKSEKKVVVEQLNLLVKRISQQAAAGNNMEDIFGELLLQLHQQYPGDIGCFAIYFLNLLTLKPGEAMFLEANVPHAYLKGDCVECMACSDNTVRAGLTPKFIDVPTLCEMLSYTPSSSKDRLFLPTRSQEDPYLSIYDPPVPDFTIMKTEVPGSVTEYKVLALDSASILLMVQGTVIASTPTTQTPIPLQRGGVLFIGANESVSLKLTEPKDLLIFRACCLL
Lmaj promast – Leishmania major promastigote growth inhibition. Leishmania major promastigotes, resazurin fluorescence viability. inhibition, % at 10 µM. 9% of 200,000 active. AID 1063;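 note: promastigotes grown with compound for 44 hours at 28 °C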
PMI act hi M6P – increases human PMI activity with near-saturating mannose 6-phosphate | coupled PMI enzyme assay, resazurin fluorescence, 20 min; hits give high values; 1 = untreated enzyme, 0 = substrate-free blank | 0.34% of 190,000 active | activation factor at 20 µM | P34949;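 active = activation factor of 2 or more at 20 µM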
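Test system: human PMI in coupled enzyme assay; Input: PMI at 15 ng/mL final; Medium: HEPES buffer, pH 7.4; Schedule: 20 min incubation at room temperature; Technique: resorufin fluorescence at Ex 544/Em 590 nm; Compound: 20 µM single dose; Probe or stimulus: Near-saturating mannose-6-phosphate, 1.0 mM.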
RAM network inh – blocks the yeast RAM network | S. cerevisiae dse1pr::URA3 reporter, 5-FOA growth OD615, 2 d; analog-sensitive cbk1-as2 kinase mutant strain | inhibition, % at 50 µM | 1.8% of 190,000 active;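 active = inhibition above a set limit, 3 SD over mean compound inhibition, cut at about 8.4% in these data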;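 note: 0% = DMSO-only wells with no growth and 100% = 10 µM 1-NA-PP1 full growth; inhibition rescues growth on 5-FOA so higher OD means more RAM inhibition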
Diaphorase inh – diaphorase inhibition or chemical oxidation counter-screen. diaphorase resazurin-to-resorufin fluorescence, NADH, 16 min; bacterial (C. kluyveri) enzyme, not human. inhibition, % at 20 µM. 0.69% of 190,000 active. AID 1217;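 active = primary screen inhibition at 20 µM above a set limit, cut at about 50% in these data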;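 note: plate controls were DMSO with full reaction for no effect and wells lacking NADH for full effect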
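Benchmarks: positive control wells lacking NADH, neutral wells with DMSO only. System: bacterial diaphorase enzyme (C. kluyveri). Input: 0.14 U/mL diaphorase, enzyme working solution. Detection: resorufin fluorescence, excitation 544 nm, emission 590 nm. Times: 16-min room-temperature incubation before reading.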
S1P3 antagonist – antagonists of human S1P3 receptor; inhibition, % at 4.98 µM; Q99500; 0.27% of 170,000 active; CHO S1P3 NFAT-BLA reporter, FRET fluorescence, antagonist mode;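 active = inhibition above the plate cutoff, the mean inhibition of test wells on that plate plus 3 SD, cut at about 28% in these data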;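 note: cells challenged with S1P at its EC80 of 0.8 µM; blue over green emission ratio from cleaved BLA substrate after 4 h stimulation; 0% = S1P-stimulated wells and 100% = unstimulated DMSO-only wells; some compounds past the cut are filed as inactive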
Target sequence (Q99500 whole entry, looked up): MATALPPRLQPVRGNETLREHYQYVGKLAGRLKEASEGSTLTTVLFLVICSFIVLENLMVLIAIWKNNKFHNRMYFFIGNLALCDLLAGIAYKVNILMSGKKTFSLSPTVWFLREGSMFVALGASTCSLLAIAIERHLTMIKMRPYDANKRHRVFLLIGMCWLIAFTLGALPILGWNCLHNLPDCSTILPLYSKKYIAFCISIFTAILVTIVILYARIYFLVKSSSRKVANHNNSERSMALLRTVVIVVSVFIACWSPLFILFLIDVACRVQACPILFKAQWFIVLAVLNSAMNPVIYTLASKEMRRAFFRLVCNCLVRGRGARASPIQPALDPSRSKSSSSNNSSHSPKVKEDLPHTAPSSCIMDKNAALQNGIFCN
TLR4 MyD88 comp – blocks binding of human TLR4 to MyD88; O00206+Q99836; HeLa CL3-4 TLR4/MyD88 BLA complementation, FRET ratio; inhibition, % at 8.4 µM; 0.18% of 200,000 active; AID 861; in the data active = inhibition above about 25%;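 note: 0% = vehicle and 100% = reference inhibitor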
G6PDH counter – inhibits Leuconostoc G6PDH, flagging false hits in G6PDH-based assays | inhibition, % at 5 µM | 0.12% of 200,000 active | Purified L. mesenteroides G6PDH, diaphorase/resazurin coupled fluorescence, 45 min
Hsp70 activator – switches on Hsp70 transcription; HeLa Hsp70 promoter luciferase reporter, luminescence; scaled: vehicle 0, proteasome-inhibitor control 100%; activation, % at 10 µM; 0.04% of 200,000 active; AID 1203;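 active = activation above the mean across all tested compounds plus 3 SD, cutoff set per campaign, cut at about 5.5% in these data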;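 note: 100% = MG132 at 30 µM as the positive control and 0% = DMSO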
* hit, by the source's call; . = no result given. Cut-off read from the data, not from the text of the source, unless noted: active = inhibition above about 50%; inactive = the rest.

The opening 2 records as a preview:
structure	Redox H2O2 prof	Diaph act CS	PMI act	Lmaj promast	PMI act hi M6P	RAM network inh	Diaphorase inh	S1P3 antagonist	TLR4 MyD88 comp	G6PDH counter	Hsp70 activator
Cc1cccc(NC(=O)/C(C#N)=C/c2cn(CC(=O)NCc3ccco3)c3ccccc23)c1C	0.4	1	1	-4.6	1.2	5.8	-2.1	3.3	-7.3	-27.2	0.1
C/C(CC(=O)Nc1ccccc1Cl)=N\NC(=O)C(=O)NCCO	-1.1	0.9	1	-1.0	0.9	-0.6	8.0	1.6	-8.9	-0.6	0.1

The whole of this part, from the start:
structure	Redox H2O2 prof	Diaph act CS	PMI act	Lmaj promast	PMI act hi M6P	RAM network inh	Diaphorase inh	S1P3 antagonist	TLR4 MyD88 comp	G6PDH counter	Hsp70 activator
Cc1cccc(NC(=O)/C(C#N)=C/c2cn(CC(=O)NCc3ccco3)c3ccccc23)c1C	0.4	1	1	-4.6	1.2	5.8	-2.1	3.3	-7.3	-27.2	0.1
C/C(CC(=O)Nc1ccccc1Cl)=N\NC(=O)C(=O)NCCO	-1.1	0.9	1	-1.0	0.9	-0.6	8.0	1.6	-8.9	-0.6	0.1
COc1ccc(CN2CCN(Cc3ccc(C)cc3)C(CCO)C2)cc1OC (stereo unspecified)	1.2	1.1	1	5.2	1.1	1.6	-10.9	8.5	5.5	11.1	0.2
c1coc(CNC2CCCCCCC2)c1	0.4	0.9	1	23.4	1.1	1.9	8.8	-8.0	-16.4	6.6	-0.2
CCN(CC)C(=O)CSc1nnc(CNc2ccc(F)cc2)n1-c1ccccc1	0.1	0.9	0.9	-0.6	0.9	0.6	7.0	.	-1.5	6.1	-0.7
O=C(CCN1C(=O)C2C3C=CC(C3)C2C1=O)Nc1c(F)cccc1F (stereo unspecified)	-0.2	0.9	1	-2.5	1	0.3	8.4	-8.9	8.7	1.0	-0.2
O=C(CN1CCCC1)N1CCN(c2ccccc2)CC1	0.1	0.8	0.8	-4.4	0.9	0.5	15.7	-17.5	-1.7	10.2	0.1
CCSc1nnc(NC(=O)C2CCCCC2C(=O)O)s1 (stereo unspecified)	0.1	1.1	1.1	-3.1	1.1	1.8	-7.8	-4.1	4.5	0.0	-0.4
Cc1ccc(N/C(N)=N/c2nc(CSc3ccc(C)cc3)cc(=O)[nH]2)cc1	0.9	0.9	0.9	0.1	1	1.4	8.9	.	4.5	4.9	0.0
COc1cc(OC)cc(C(=O)N[C@H](C(=O)Nc2nc(-c3cc(OC)ccc3OC)cs2)C(C)C)c1	3.0	0.9	1	19.9	1	4.5	7.4	-13.4	11.2	-3.1	-0.4
CN(C)S(=O)(=O)c1ccc(N2CCCC2)c(C(=O)Nc2nc(-c3ccc(F)c(F)c3)cs2)c1	-0.5	0.8	0.9	52.5*	0.9	5.9	15.2	-14.8	-9.4	0.3	-0.3
O=C(Nc1nc2ccc(F)cc2s1)c1ccccn1	-0.9	0.9	0.9	100.2*	0.8	1.8	6.0	11.2	9.2	10.2	-0.3
CS(=O)(=O)c1ccc2nc(NC(=O)C3CCCCC3)sc2c1	-0.8	0.9	1	-3.9	1	0.9	12.7	-5.6	-0.3	2.1	-0.1
COc1ccc(Oc2cnc3ccccc3n2)cc1	7.4	1.2	1.1	-8.1	1.1	2.9	-19.6	-9.4	-4.2	11.0	-0.2
COC(=O)COn1c(-n2nc(C)cc2C)nc2ccccc2c1=O	1.2	0.8	1.1	3.3	1.1	0.7	19.1	.	8.7	0.9	-0.4
COc1ccc(-c2c3c([nH]c(=S)c2C#N)CCC3)cc1	-3.0	0.9	1.6	-2.8	2.1*	1.1	10.7	.	2.3	-17.2	-0.1
O=C(CC1NC2CCCCC2NC1=O)Nc1ccc2c(c1)OCO2 (stereo unspecified)	-6.1	1	0.9	-4.2	1	0.5	1.5	4.3	-6.4	2.1	0.4
CCOC(=O)C1(CCSC)NC(c2ccco2)C2C(=O)N(CC)C(=O)C21 (stereo unspecified)	-2.0	1	0.9	1.0	1	-0.1	-0.1	-33.9	-5.6	12.7	-0.4
CCC(=O)NC(=S)Nc1ccccc1C(=O)OC	-0.2	1	0.8	29.7	0.9	3.8	0.0	-7.4	1.6	4.9	0.0
O=C1[C@H]2[C@H](ON3CCCC[C@H]23)C(=O)N1c1ccc(Cl)cc1	-1.1	1	1	-8.2	1	-1.2	3.0	-14.3	-4.3	3.5	-0.2
S=C(Nc1ccc(N2CCOCC2)cc1)Nc1ccc2snnc2c1	-1.1	1	0.6	25.0	0.6	-0.6	4.2	-7.4	0.2	10.5	-0.1
CCC(C)(C)n1nnnc1C(c1cc(OC)c(OC)c(OC)c1)N1CCN(c2ccccc2)CC1 (stereo unspecified)	-0.6	0.9	0.9	0.2	1	1.5	6.8	15.7	7.2	11.8	0.2
COc1cc2c(cc1OC)C(C(=O)Nc1cccc(C)n1)C(c1cccnc1)N(C)C2=O (stereo unspecified)	-2.6	0.8	1	-0.9	1	0.1	17.3	.	-2.0	7.3	-0.1
COc1ccc(NC(=O)Cc2coc3cc(C)ccc23)cn1	-0.1	0.8	0.9	-3.2	0.5	5.0	23.9	-3.7	-3.1	0.4	-0.1
CCOc1ccc(C(=O)NC(Cc2ccccc2)C(=O)OC)cc1 (stereo unspecified)	2.5	1.1	1.1	1.7	1.1	-0.5	-7.2	.	5.3	0.2	0.2
COc1cc(OC)cc(C2C(C#N)=C(N)Oc3n[nH]c(-c4cccnc4)c32)c1 (stereo unspecified)	1.9	0.9	0.8	1.3	0.9	1.0	13.5	-33.6	-1.5	0.4	0.1
Cc1cc(C)nc(NC2=NCC(=O)N2c2ccccc2)n1	3.1	1	1	1.5	1.1	3.1	4.8	.	-14.4	35.0	0.2
NS(=O)(=O)c1ccc(NC(=O)COC(=O)c2cnccn2)cc1	0.4	1.1	1.1	-2.8	1.1	2.3	-6.9	-22.1	-6.4	-2.1	-0.2
S=C(NCCc1ccccc1)NCC(c1ccco1)N1CCCCC1 (stereo unspecified)	-0.5	1	1.1	21.3	1	-0.1	-4.9	-2.0	24.0	4.5	-0.5
CCC(CC)C(=O)NCCCN1CCOCC1	-0.6	0.8	0.9	-1.1	1	0.3	19.7	-7.0	-10.5	1.2	-0.1
O=C(CCCc1nc2ccccc2s1)NCc1ccc(F)cc1	-0.2	0.9	1	0.1	1	1.0	8.2	-13.6	5.6	14.6	-0.3
O=S(=O)(NCc1cccnc1)c1ccc(Br)s1	-1.0	0.9	1	-0.5	1	1.2	7.5	-43.7	2.3	-0.1	0.2
COc1ccc(OC)c2sc(Cl)nc12	-0.8	1	1	-4.4	1.1	1.0	2.8	-4.9	-11.5	10.8	-0.2
O=C(c1ccncc1)c1ccc([N+](=O)[O-])cc1	0.0	0.9	0.9	5.8	1	0.7	12.3	-6.6	-4.4	9.9	0.1
O=C(CN1CCOCC1)Nc1ccccc1C(=O)O	0.1	1	1	-4.0	1.1	2.9	3.3	.	-14.9	-1.0	0.4
Cc1ccc(OCC(O)Cn2c(NCCc3ccccc3)nc3c2c(=O)[nH]c(=O)n3C)cc1 (stereo unspecified)	1.6	0.9	0.9	-2.2	0.9	4.3	9.0	-3.2	2.4	-17.7	-0.3
O=C(NCc1cccnc1)C1CCCN(S(=O)(=O)c2ccc(Br)cc2)C1 (stereo unspecified)	3.2	0.8	0.9	-5.5	0.9	1.4	19.1	9.9	-11.7	2.8	0.1
Cc1cccc(NCCC(=O)c2ccc([N+](=O)[O-])cc2)c1C	-1.7	1	0.2	93.1*	0.2	0.4	-1.9	-1.9	-0.7	11.3	-0.4
CC(=O)NCC(=O)NC(C(=O)Nc1ccc2c(c1)OCCO2)c1ccccc1 (stereo unspecified)	-2.4	0.8	0.9	-6.4	0.9	-0.5	20.1	-2.6	11.1	10.6	0.0
O=c1c2ccccc2nc(-c2ccco2)n1Cc1ccccc1	4.4	0.9	0.9	6.3	1	0.3	10.3	.	-7.1	-3.2	0.1
Cc1c(C(=O)OC(C)C)sc(NC(=O)C2CCCO2)c1C(=O)OC(C)C (stereo unspecified)	0.0	0.9	0.9	17.5	1	3.6	11.6	.	-11.6	0.8	-0.3
COc1ccc(/C=C2\Sc3ccc(C(=O)N4CCc5ccccc5C4)cc3N(C)C2=O)cc1	0.9	0.7	0.8	-3.8	0.8	3.9	32.7	-12.6	-2.3	-54.2	-0.1
Cc1ccc2nc(-c3ccc(NC(=O)CN4C(=O)NC(C)(c5ccc(OC(F)F)cc5)C4=O)cc3)sc2c1 (stereo unspecified)	1.3	1	0.8	-4.8	0.9	7.1	2.5	-10.2	-7.2	-8.6	0.0
O=C(O)CCCN=Cc1c(O)c2ccccc2oc1=O	-0.4	1	1	-7.0	1	2.3	2.0	1.8	-26.3	17.3	-0.1
Cc1cccc(Nc2cnn(C34CC5CC(CC(CC(=O)O)(C5)C3)C4)c(=O)c2Cl)c1	0.3	0.9	1	-1.8	1	0.7	10.0	.	-2.6	1.4	-0.3
COc1ccc(/C=N/NC(=O)c2cccnc2)cc1CN1CCN(c2ccc(F)cc2)CC1	-1.2	1	1	4.6	1	1.9	-2.6	-4.3	-10.5	0.0	0.0
Cc1c(NC(=O)NC2CCCCC2)cccc1[N+](=O)[O-]	0.5	1	1.1	6.1	1.1	1.5	4.3	-10.8	0.8	3.1	-0.1
COc1ccc(-n2nnc3c(=O)n(CC(=O)N4CCC(Cc5ccccc5)CC4)cnc32)cc1	.	0.8	0.9	.	0.8	.	15.5	4.7	.	-44.5	.
c1ccc(C(c2nnnn2C2CCCC2)N2CCCCCC2)nc1 (stereo unspecified)	1.4	0.9	1.1	0.4	1	-0.9	9.7	-4.5	0.9	-4.8	0.2
CNC(=O)C12N=CNN=C1N(C)C(=O)N2C (stereo unspecified)	-1.0	1	1.1	-3.5	1	3.3	4.3	5.7	1.6	1.7	-0.5

Rows are unselected; 12% or so of the library scored in one or more.
